# Screening results deposited in PubChem BioAssay by National Center for Advancing Translational Sciences (NCATS).
# PI4K2A block: qHTS for small molecular inhibitors of PI4K2A. Phosphatidylinositol 4-kinase type 2-alpha (Homo sapiens), Q9BTU6. purified PI4K2A, ADP-Glo luminescence, 1 h; active compounds read low. activity change, negative = inhibition, % at 76.9 µM. hit rate 0.13% among 420,000; in the data active = activity change below about -50%; inconclusive = mostly about -30% to -49%;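 note: -100% = wells without enzyme as full effect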
#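 In this quantitative HTS, ADP production by PI4K2A was quantified luminescently after 1 h at ambient temperature; 100 microM adenosine served as plate-quality control.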
# Pin1 inh: qHTS Assay to Find Inhibitors of Pin1; hit rate 0.009% among 390,000; Pin1 FP peptide displacement, HiFluor488, 10 min; Potency, µM (highest dose often 115 µM), without a hit: top-dose activity, negative = inhibition, usual class: inhibitors; active = well fitted inhibition curve with a large enough effect in the polarisation, with a control signal flat, not every such curve was filed as active; inconclusive = small, poorly fitted or top-dose-only effect, or effect the other way, or a change in a side signal; inactive = no such curve, though single readings can be large or run the other way; the % refers to the polarisation; note: potency is the fitted concentration of half-maximal effect; % is set by controls: 0 for no effect and ±100 for the full control effect
# Target sequence (Q13526 whole entry, looked up): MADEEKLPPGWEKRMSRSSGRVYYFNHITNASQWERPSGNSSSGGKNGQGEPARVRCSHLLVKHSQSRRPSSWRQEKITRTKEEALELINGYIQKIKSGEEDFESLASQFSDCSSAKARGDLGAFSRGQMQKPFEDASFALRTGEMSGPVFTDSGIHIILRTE
# PGK inhibitor: qHTS Assay to Find Inhibitors of Phosphoglycerate Kinase; Phosphoglycerate kinase, glycosomal (Trypanosoma brucei brucei), P07378; hit rate 0.043% among 380,000; Potency, µM (top dose mostly 57.5 µM), for the others: top-dose activity change, negative = inhibition, hits mostly inhibitors; PGK/GAPDH coupled, Kinase-Glo luminescence, 60 min; note: potency is the fitted concentration of half-maximal effect; % is set by controls: 0 for no effect and ±100 for the full control effect; nearly all actives have a fitted effect of over 60% in size
#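 Recombinant glycosomal PGK reaction used 1,3-bisphosphoglycerate generated in-well by GAPDH (100nM final) in 100mM TEA pH 7.6, 5mM MgCl2, 0.01% Tween-20. After 60 minutes at room temperature, ATP was read by Kinase-Glo Plus luminescence end-point.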
# GLS inh: qHTS for Inhibitors of Glutaminase (GLS); Glutaminase kidney isoform, mitochondrial (Homo sapiens), O94925; GLS enzymatic activity, qHTS titration; Potency, µM (titrated, usually from 45.5 µM), inactives show at the top dose activity change, negative = inhibition, usual class: inhibitors; hit rate 0.21% among 410,000; AID 624170, 2012; note: potency is the fitted concentration of half-maximal effect; % is set by controls: 0 for no effect and ±100 for the full control effect
#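 Compounds were pin-transferred onto hKGA, after which L-glutamine (1 mM solution) and a detection mix of glutamate oxidase, HRP and Amplex Red were added. Initial and 30 min RT fluorescence reads were collected.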
# Pol eta inh: qHTS for Inhibitors of Polymerase Eta. DNA polymerase eta (Homo sapiens), Q9Y253. recombinant Pol eta, fluorescent DNA replication assay. Potency, µM (titrated, usually from 114 µM), for the others: at the top dose activity change, negative = inhibition, actives largely listed as inhibitors. hit rate 1.2% among 390,000. AID 588591, 2011; note: potency is the fitted concentration of half-maximal effect; % is set by controls: 0 for no effect and ±100 for the full control effect
# Target sequence (Q9Y253 whole entry, looked up): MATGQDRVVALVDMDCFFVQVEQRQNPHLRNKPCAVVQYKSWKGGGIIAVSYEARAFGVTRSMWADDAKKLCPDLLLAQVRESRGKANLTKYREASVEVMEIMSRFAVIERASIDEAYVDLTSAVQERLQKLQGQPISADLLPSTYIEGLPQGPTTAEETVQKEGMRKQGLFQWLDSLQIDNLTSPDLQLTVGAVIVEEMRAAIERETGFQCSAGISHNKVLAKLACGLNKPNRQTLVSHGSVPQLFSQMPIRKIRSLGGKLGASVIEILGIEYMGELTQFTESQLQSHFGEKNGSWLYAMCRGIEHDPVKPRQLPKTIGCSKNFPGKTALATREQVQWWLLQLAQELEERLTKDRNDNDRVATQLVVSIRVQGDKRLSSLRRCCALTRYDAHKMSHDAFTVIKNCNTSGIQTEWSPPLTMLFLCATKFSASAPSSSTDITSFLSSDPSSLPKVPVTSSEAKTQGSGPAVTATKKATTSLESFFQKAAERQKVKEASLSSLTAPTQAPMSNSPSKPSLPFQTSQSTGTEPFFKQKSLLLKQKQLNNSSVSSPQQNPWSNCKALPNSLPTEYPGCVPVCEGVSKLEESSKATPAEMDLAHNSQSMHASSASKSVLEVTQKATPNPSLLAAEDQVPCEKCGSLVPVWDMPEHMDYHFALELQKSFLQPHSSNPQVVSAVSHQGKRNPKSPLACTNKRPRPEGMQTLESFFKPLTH
#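 Pol eta (10 nM) was preincubated with compounds for 15 min at room temperature, after which fluorescent replication substrate (50 nM final) was added to start the reaction. Fluorescence was read kinetically at 0 and 10 min.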
# BAZ2B inh: qHTS Assay for Inhibitors of BAZ2B | AlphaScreen BAZ2B-H3K14Ac peptide displacement | Potency, µM (top dose mostly 114 µM), without a hit: top-dose activity change, negative = inhibition, most hits filed as inhibitors | hit rate 4.4% among 360,000; note: potency is the fitted concentration of half-maximal effect; % is set by controls: 0 for no effect and ±100 for the full control effect; nearly all actives have a fitted effect of over 60% in size
#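 BAZ2B 50 nM plus b-H3(5-23)K14Ac 50 nM, PBS pH 7.4/0.01% Tween-20, 30 min RT; compound added (max 110 uM), 30 min RT; streptavidin donor/Ni-chelate acceptor beads 10 ug/mL final, 20 min dark; AlphaScreen read.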
# G9a block: qHTS Assay for Inhibitors of Histone Lysine Methyltransferase G9a; Histone-lysine N-methyltransferase EHMT2 (Homo sapiens), Q96KQ7; G9a H3K9 monomethylation, AlphaScreen, 2 h; Potency, µM (titrated, usually from 102 µM), for inactives: at the top dose activity, negative = inhibition, hits mostly inhibitors; hit rate 8.8% among 350,000; note: potency is the fitted concentration of half-maximal effect; % is set by controls: 0 for no effect and ±100 for the full control effect; nearly all actives have a fitted effect of over 75% in size
#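 G9a (20 nM) was preincubated 15 min with compound, then reacted 2 h at room temperature with 500 nM biotin-H3K9 peptide and 20 µM SAM. Monomethyl-H3K9 detected by AlphaScreen using anti-H3K9me1 antibody.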
# HP1b binding inh: HTS for Inhibitors of HP1-beta Chromodomain Interactions with Methylated Histone Tails. AlphaScreen HP1-beta / biotin-H3K9me3 peptide binding. Potency, µM (doses to about 114 µM), inactives show at the top dose activity change, negative = inhibition, usual class: inhibitors. hit rate 0.56% among 390,000. AID 540317, 2011; note: potency is the fitted concentration of half-maximal effect; nearly all actives have a fitted effect of over 70% in size; inactives centre near 23
# Target sequence (P83916 whole entry, looked up): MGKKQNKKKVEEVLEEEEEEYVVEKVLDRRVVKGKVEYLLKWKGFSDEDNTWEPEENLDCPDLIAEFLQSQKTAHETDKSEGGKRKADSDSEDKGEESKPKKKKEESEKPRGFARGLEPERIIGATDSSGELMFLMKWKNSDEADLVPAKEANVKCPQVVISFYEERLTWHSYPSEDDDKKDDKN
#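 Compound inhibition of the preformed complex between 50 nM HP1-beta and 50 nM biotinylated H3K9me3 peptide was read by AlphaScreen. Buffer was PBS pH 7.4 with 0.01% Tween-20. Incubations ran 30 min at room temperature, with 10 ug/mL donor/acceptor beads.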
# JMJD2A Tudor: qHTS Assay for Inhibitors of JMJD2A-Tudor Domain; hit rate 4.4% among 390,000; Lysine-specific demethylase 4A (Homo sapiens), O75164; AID 504339, 2011; AlphaScreen JMJD2A-Tudor / H3K4me3 peptide binding; Potency, µM (titrated, usually from 114 µM), for the others: at the top dose activity change, negative = inhibition, most hits filed as inhibitors; note: potency is the fitted concentration of half-maximal effect; % is set by controls: 0 for no effect and ±100 for the full control effect; nearly all actives have a fitted effect of over 50% in size
# * marks the source's active call; other numbers are inactive results; i = inactive; ? = inconclusive; . = no result given; & = joins results of further samples; [ ] = dose if it differs, or a comment. Unless noted, calls come from the whole dose curve; as a rule, active = well fitted curve in the direction sought with a large enough effect; inconclusive = small, poorly fitted or top-dose-only effect, or another doubt; inactive = no such curve, though single readings can be large; an effect the other way counts as inactive or inconclusive.
# Screens in order: GLS inh	Pin1 inh	BAZ2B inh	Pol eta inh	PGK inhibitor	JMJD2A Tudor	PI4K2A block	HP1b binding inh	G9a block
1. Cc1cc2ccccn2c1C(=O)c1ccc(Cl)cc1
→ 4.0%	-3.1%	73.0%[activator]	-7.3%	-6.2%	46.2%[activator]	-10.1	85.0%[activator]	14.7%[0.501 µM]
2. CCOC(=O)C1=C(c2ccccc2)N=c2s/c(=C\c3cc(OC)c(OC)c(OC)c3)c(=O)n2C1c1cccs1 (centres undefined)
→ 4.0%	?	?	-11.9%	.	-20.3%	-3.9	17.5%	?
3. Cc1cccc2c3nc4ccccc4nc3n(C)c12
→ -0.6%	?	18.8%	-8.0%	8.1%	9.8%	-0.1	51.0%[activator]	8.6%
4. CC1CCCN(C(=O)CN2C(=O)c3ccccc3S2(=O)=O)C1 (centres undefined)
→ 6.0%	-8.7%	0.0%	-6.2%	i	-5.7%	-10.6	-1.6%	6.1%[2.33 µM]
5. Cc1cc2nc(/C(C#N)=C\c3ccc(-c4ccccc4C(=O)O)o3)[nH]c2cc1C
→ ?	?	?	25.1µM*	-1.1%	-15.9%	8.0	3.6%	?
6. CCSc1nc2cc(S(=O)(=O)N3CCOCC3)ccc2o1
→ -20.4%	-0.3%	.	-13.1%	i	28.2µM*	4.0	?	.
7. O=C(Nc1ccc(-c2csc(Nc3ccc(Cl)cc3)n2)cc1)c1cccc(C(F)(F)F)c1
→ -2.4%	3.3%	-29.0%	-20.6%	-4.0%	?	5.0	3.8%	-6.1%[12.7 µM]
8. CCOc1ccc(NC(=O)CSc2ccc3nnc(-c4cccnc4)n3n2)cc1
→ 2.2%	0.4%	-14.9%	-10.8%	-3.4%	-16.7%	5.2	34.0%	42.7%
9. Clc1ccc(OCCSCc2nc3ccccc3[nH]2)cc1
→ 3.4%	51.5%[activator]	2.7%	?	1.4%	4.1%	-4.4	58.3%	?
10. O=C(NCc1ccccn1)c1cnc2sccn2c1=O
→ -6.7%	0.0%	-0.1%	-3.6%	-0.9%	0.6%	-9.2	11.8%	-0.6%
11. Cc1cc(OCC(=O)NCCCN(C)C)cc(C)c1Br
→ 7.7%	-2.5%	.	5.2%	-8.6%	-8.8%	11.4	20.9%	9.6%[59 µM]
12. Cc1cc(Cl)c2oc(C(=O)N(C)C(C)c3ccccn3)c(C)c2c1 (centres undefined)
→ -0.4%	-2.3%	3.9%	-18.3%	-7.2%	13.7%	-0.3	35.3%	19.3%
13. OC(COc1ccc(Br)cc1)Cn1ccnc1 (centres undefined)
→ -17.9%	-10.6%	-13.9%	-4.5%	i	-16.8%	0.5	-9.9%	79.4µM*
14. COc1ccc(C(=O)N(C)C2CCCCC2)cc1OC1CCN(C(C)C)CC1
→ -5.2%	5.6%	-13.0%	-17.2%	-14.5%	-7.4%	1.5	31.5%	23.6%
15. Cc1ccc(CSc2ccc(C(=O)N3CCOCC3)cc2[N+](=O)[O-])cc1
→ 3.5%	4.1%	-6.8%	-14.0%	-4.7%	-4.0%	4.4	20.2%	14.7%
16. NC(=O)CSC1=Nc2ccccc2C2=NC(c3ccccc3)C(=O)N12 (centres undefined)
→ 19.2%	-5.6%	-2.5%	-11.3%	i	-10.7%	-17.7	27.7%	9.4%
17. COc1ccccc1NC(=O)CSC1=Nc2ccccc2C2=NC(CC(=O)NCc3ccc4c(c3)OCO4)C(=O)N12 (centres undefined)
→ ?	?	-16.0%	-6.2%	i	-30.7%	7.3	6.6%	-3.2%[59 µM]
18. CC(NC(=O)CN(c1ccc(F)cc1)S(C)(=O)=O)c1ccccc1 (centres undefined)
→ -5.0%	-4.9%	-0.9%	-14.7%	-4.6%	-4.1%	0.3	52.0%[activator]	.
19. CCOC(=O)C1(Cc2cccc(OC)c2)CCCN(CCO)C1 (centres undefined)
→ -1.4%	1.8%	14.8%	-9.1%	3.1%	-13.8%	0.1	15.7%	.
20. Cn1nc(-c2ccc(C(=O)Nc3ccc(F)cc3)cc2)c2ccccc2c1=O
→ -23.6%&3.4%	190.0%&167.0%[activator]	?	?	-6.7%&-6.0%	-31.9%&-25.1%	0.0&-9.0	4.9%&8.6%	?
21. COc1ccc(-c2nnc(SCc3ccccc3F)o2)cc1
→ 5.4%	-3.8%	157.4%[activator]	-10.4%	-4.6%	83.6%[activator]	12.7	198.4%[activator]	?
22. CN(C)S(=O)(=O)c1ccc(C(=O)NCC(=O)Nc2ccc(F)c(F)c2)cc1
→ -6.0%	0.4%	6.9%	-19.9%	i	1.1%	0.0	23.3%	19.5%[2.33 µM]
23. CCOCC(=O)Nc1c(C(=O)Nc2ccc3c(c2)OCCO3)oc2ccccc12
→ 0.0%	-2.4%	-13.9%	-1.0%	0.4%	-10.5%	6.5	23.8%	-29.7%
24. CCCC1N2CC3([N+](=O)[O-])CN1CC([N+](=O)[O-])(C2)C3(C)C (centres undefined)
→ 12.6%	6.2%	7.8%	-21.4%	-4.1%	-1.4%	-3.9	17.5%	11.6%[59 µM]
25. CCOC(=O)C1(C)C=C(Nc2ccccc2)C(=O)N1c1ccccc1 (centres undefined)
→ 10.0%	17.1%	-16.9%	-23.6%	-0.8%	-8.3%	-3.9	50.3%[activator]	0.9%
26. Cn1c(=O)c2c(nc(NCCc3ccccc3)n2Cc2cccc(Br)c2)n(C)c1=O
→ -6.1%	-0.2%	2.4%	?	-4.2%	?	12.0	3.7%	?
27. O=C(CN1C(=O)COc2ccccc21)N(Cc1cccnc1)Cc1cccc(F)c1
→ 8.6%	3.9%	7.5%	-3.3%	-4.7%	-3.3%	0.7	13.6%	-3.2%[12.7 µM]
28. O=C(NCCS(=O)(=O)NCc1ccccc1)c1ccc2c(c1)OCO2
→ -2.3%	-2.8%	7.6%	-11.5%	-2.8%	1.4%	1.3	34.7%	5.2%[0.501 µM]
29. CSc1ccc(CN(C)C(C)C(=O)NCc2ccccc2)cc1 (centres undefined)
→ -6.9%	7.4%	-2.8%	-20.3%	i	-1.4%	0.2	?	4.7%
30. O=C(NCCS(=O)(=O)N1CCN(c2ccc(F)cc2)CC1)c1cccc(C(F)(F)F)c1
→ 5.2%	2.5%	-3.3%	-6.8%	i	11.8%	3.0	23.4%[57 µM]	8.5%[59 µM]
31. Cn1c(SCc2ccccn2)nnc1-c1ccncc1
→ 3.6%	-3.4%	-5.7%	-16.0%	2.4%	-14.2%	0.8	29.7%	-17.9%
32. COc1ccc(C)cc1NC(=O)CCN1CCN(C/C=C/c2ccccc2)CC1
→ 0.4%	3.0%	?	-9.8%	-3.6%	-32.3%	-5.2	4.8%	-16.6%
33. O=C(Nc1ccc2c(c1)OCO2)c1ccc([N+](=O)[O-])cc1[N+](=O)[O-]
→ -11.7%	-0.1%	-33.0%	-9.4%	i	-18.3%	-2.4	-1.7%	?
34. COc1ccc(CN2CCC(CO)(Cc3ccccc3C(F)(F)F)CC2)c(F)c1
→ 2.4%	-0.7%	-9.3%	-7.3%	-9.4%	-20.4%	2.2	16.7%	1.7%
35. CNc1nc(=S)[nH]c2ccccc12
→ -5.6%	-9.7%	4.0%	2.5%	-2.4%	-15.8%	-1.7	22.1%[57 µM]	.
36. COC(=O)c1cc(Cl)c(NC(=O)c2ccco2)cc1OC
→ -16.0%	-3.0%	8.0%	-13.9%	-1.8%	1.6%	-5.1	38.2%	13.8%[59 µM]
37. O=C(Nc1ccc(S(=O)(=O)Nc2ncccn2)cc1)C12CC3CC(CC(C3)C1)C2
→ -0.4%	0.0%	-21.2%	?	-9.5%	-12.5%	-1.6	17.1%	.
38. COCCn1c(Cc2cccn2C)nnc1SCC(=O)NCc1ccc2c(c1)OCO2
→ 0.6%	8.0%	-11.4%	-4.8%	-3.7%	-20.0%	-3.2	6.4%	?
39. CCCCSc1nnc(-c2ccc(C)cc2)c2ccccc12
→ 2.1%	19.2%	37.0%	-24.7%	i	78.1%[activator]	3.3	113.9%[activator]	-0.3%[59 µM]
40. C=CCn1c(SCC(=O)c2ccc(O)c(O)c2)nnc1-c1cccnc1
→ 27.1%	?	35.5µM*	3.98µM*	?	-22.8%[11.4 µM]	0.6	25.1µM*	.
41. Cc1ccccc1Nc1cc(C(=O)NCc2ccco2)c2ccccc2n1
→ -7.3%	0.0%	-37.1%	-16.6%	-6.8%	-0.7%	4.8	21.0%	?
42. COc1ccc(NS(=O)(=O)c2ccc(O)c(C(=O)OCC(=O)NC3CCCCC3)c2)cc1
→ 9.5%	-0.3%	-14.4%	-19.6%	3.7%	-14.0%	-1.2	27.6%	-6.2%
43. C[C@H]1CN=C(N(C)C)N1CC1CCCCC1
→ -3.1%	-6.5%	-3.3%	-0.6%	-1.5%	-29.1%	1.9	15.5%	19.3%[2.33 µM]

# Compound profiles (already shown). Order of screens: GLS inh, Pin1 inh, BAZ2B inh, Pol eta inh, PGK inhibitor, JMJD2A Tudor, PI4K2A block, HP1b binding inh, G9a block
# Record of C[C@H]1CN=C(N(C)C)N1CC1CCCCC1 : -3.1%, -6.5%, -3.3%, -0.6%, -1.5%, -29.1%, 1.9, 15.5%, 19.3%[2.33 µM]
# Record of CCOC(=O)C1(C)C=C(Nc2ccccc2)C(=O)N1c1ccccc1 (centres undefined) : 10.0%, 17.1%, -16.9%, -23.6%, -0.8%, -8.3%, -3.9, 50.3%[activator], 0.9%

# An excerpt; the hit share may differ from the screen's.
